Assay outcomes from PubChem BioAssay.
ASAP1 inh: blocks human ASAP1-stimulated Arf1 GTP hydrolysis; Q9ULH1; GDP FP detection; inhibition, % at 16.5 µM; 360,000 tested, 0.19% active; in the data active means inhibition above about 25%;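 further: 0% = vehicle with enzyme and substrate and 100% = no enzyme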
ARFGAP1 inh: rat ARFGAP1 inhibition; Q62848; Arfgap1-stimulated ARF1 GTP hydrolysis, GDP FP detection; inhibition, % at 16.5 µM; 360,000 tested, 0.26% active;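 active means inhibition above a per-plate limit, mean inhibition of low control wells plus 3 SD, cut at about 25% in these data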;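 further: 0% = DMSO wells with enzyme and 100% = wells lacking Arfgap1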
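Assay system: purified rat His6-Arfgap1 residues 1-136 (GAP domain); Reagent: human Δ17 ARF1 bound to GTP; Dosing: 16.5 µM single point, 1.26% DMSO; Times: GTP hydrolysis reaction 2 h at 25 °C; Signal: FP, GDP Alexa 633 tracer displaced from anti-GDP antibody, 620/688 nm; Measure: % inhibition from polarization.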
PLCb3 inh: PLC-beta3 (human) inhibition, primary screen. 370,000 tested, 0.18% active. inhibition, % at 12.2 µM. Purified PLC-beta3, fluorogenic substrate, fluorescence; in the data active means inhibition above about 11%;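 further: 0% = median of compound wells on plate and 100% = full blocker control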
ADAM10 inh: inhibitors of human ADAM10; AID 720582; recombinant ADAM10, EDANS/DABCYL FRET peptide cleavage, 3 h; inhibition, % at 7 µM; 370,000 tested, 0.62% active;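 active means inhibition above a per-campaign cutoff equal to the mean of compounds falling between control-based bounds plus 3 SD, cut at about 20% in these data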;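 further: 0% = DMSO wells while the 100% control is not disclosed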
TDP2 inh: TDP2 (human) inhibition, absorbance primary screen | O95551 | 370,000 tested, 0.34% active | inhibition, % at 12.8 µM | recombinant TDP2, T5PNP hydrolysis, p-nitrophenol absorbance 415 nm;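 active means inhibition above the mean of all tested compounds plus 3 SD, set per campaign, cut at about 25% in these data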;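 further: 0% = DMSO with enzyme and 100% = buffer with substrate but no TDP2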
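Incubation: 2 h at 37 °C; Test system: recombinant human TDP2; Quantity: enzyme 120 nM; Read-out basis: percent inhibition; Medium: 50 mM Tris-HCl pH 7.5 with Mg2+, KCl, DTT, BSA; Repeats: single replicate; Compound: 12.8 µM single point, 1% DMSO; Signal: epi absorbance; Reagent: 5 mM T5PNP chromogenic substrate; Benchmarks: no-enzyme high, DMSO-plus-enzyme low.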
DDE Tn7 FP inh: DD(E)-Tn7 binding inhibition, primary FP screen; FP displacement of FITC-Tn7 peptide from fibrin DD(E); 0% = median of compound wells per plate; inhibition, % at 8.3 µM; AID 720508; 370,000 tested, 0.13% active;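 active means inhibition above the mean of compounds falling within the control limits plus 3 SD of them, cut at about 14% in these data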;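 further: 0% = plate median of compound wells and 100% = 10 µM Aha-Tn7 peptide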
Target sequence (P02675 whole entry, looked up): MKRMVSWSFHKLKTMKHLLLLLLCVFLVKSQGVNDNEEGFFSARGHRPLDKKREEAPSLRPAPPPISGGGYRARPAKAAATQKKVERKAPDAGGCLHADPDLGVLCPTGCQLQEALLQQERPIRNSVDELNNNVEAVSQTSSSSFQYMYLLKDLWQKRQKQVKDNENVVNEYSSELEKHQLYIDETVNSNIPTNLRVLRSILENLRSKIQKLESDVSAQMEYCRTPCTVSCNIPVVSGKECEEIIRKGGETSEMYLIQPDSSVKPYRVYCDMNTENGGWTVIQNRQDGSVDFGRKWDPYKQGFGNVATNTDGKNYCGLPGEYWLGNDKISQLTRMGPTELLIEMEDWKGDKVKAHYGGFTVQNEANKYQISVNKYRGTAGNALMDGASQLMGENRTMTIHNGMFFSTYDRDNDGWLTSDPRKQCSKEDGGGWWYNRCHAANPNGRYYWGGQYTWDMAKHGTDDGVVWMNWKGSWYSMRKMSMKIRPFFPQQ
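Measure: % inhibition scaled between sample-field median and high-control FP; Test system: human fibrin DD(E); Quantity: 2 µM final DD(E) protein; Doses: one dose, 8.3 µM nominal; Schedule: compound with protein 10 min, then 3 h after probe, room temperature; Detection: fluorescence polarization; Medium: Tris buffer with calcium and detergent, pH 7.8.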
Tn6 DDE FP: inhibitors of Tn6 peptide binding to human fibrin DD(E). AID 720509. 370,000 tested, 0.21% active. inhibition, % at 8.3 µM. P02675. Fibrin DD(E) TRITC-Tn6 fluorescence polarization displacement;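 active means inhibition above a per-campaign cutoff: mean of compounds within control limits plus 3 SD, cut at about 15% in these data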;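 further: 0% = median of all compound wells on the plate and 100% = blocking peptide control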
ADAM17 inh: inhibitors of human ADAM17; AID 720648; 370,000 tested, 0.83% active; recombinant ADAM17, EDANS/DABCYL FRET peptide cleavage; inhibition, % at 6.95 µM;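 active means inhibition above the mean of compounds lying between control limits plus 3 SD, set per campaign, cut at about 8.5% in these data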;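 further: 0% = DMSO-only wells as the low control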
PLC-gamma1 inh: inhibitors of human phospholipase C gamma1 | purified PLC-gamma1, fluorogenic substrate, fluorescence | inhibition, % at 12.2 µM | 370,000 tested, 0.84% active; in the data active means inhibition above about 9.5%
SIAE inh: human SIAE inhibition, primary screen. Q9HAT2. SIAE FP-Rh probe binding, fluorescence polarization. inhibition, % at 9.66 µM. 370,000 tested, 0.69% active;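 active means inhibition above a cutoff: mean of compounds within the control limits plus 3 SD of those, cut at about 17% in these data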;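 further: 0% = plate median of compound wells and 100% = probe without SIAE protein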
Target sequence (Q9HAT2 whole entry, looked up): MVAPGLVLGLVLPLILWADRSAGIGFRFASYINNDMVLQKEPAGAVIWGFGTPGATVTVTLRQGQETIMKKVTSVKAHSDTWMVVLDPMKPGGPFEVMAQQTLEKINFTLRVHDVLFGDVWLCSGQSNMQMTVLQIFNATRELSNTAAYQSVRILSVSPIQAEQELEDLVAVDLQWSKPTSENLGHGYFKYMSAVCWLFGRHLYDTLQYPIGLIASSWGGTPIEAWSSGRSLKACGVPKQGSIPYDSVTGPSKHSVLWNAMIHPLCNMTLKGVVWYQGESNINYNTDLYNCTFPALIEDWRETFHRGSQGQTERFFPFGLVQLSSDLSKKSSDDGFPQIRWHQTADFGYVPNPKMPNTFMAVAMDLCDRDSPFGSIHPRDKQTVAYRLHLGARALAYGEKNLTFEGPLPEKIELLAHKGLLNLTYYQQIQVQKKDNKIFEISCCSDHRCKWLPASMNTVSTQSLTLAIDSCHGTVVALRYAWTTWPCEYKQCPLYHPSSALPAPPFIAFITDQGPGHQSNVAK
Numbers without * were called inactive. Random draw from the library, and some 3.6% of all compounds hit somewhere here.

ARFGAP1 inh	PLCb3 inh	ASAP1 inh	DDE Tn7 FP inh	ADAM10 inh	PLC-gamma1 inh	ADAM17 inh	SIAE inh	TDP2 inh	Tn6 DDE FP	SMILES
-8	-3	11	-4	0	-4	-2	0	-3	5	O=C(CSc1n[nH]c(-c2cccs2)n1)N1CCCc2ccccc21
1	8	1	-7	-11	1	0	-54	-11	-1	CCN1/C(=C/c2ccc3ccccc3[n+]2CC)C=Cc2ccccc21
8	-2	3	1	6	2	-4	2	7	2	CCCCCCSc1ccc([C@@H]2[C@@H]3C(=O)N(C)C(=O)[C@@H]3[C@]3(C(=O)OC)CCCCN23)cc1
-2	-6	7	-1	-6	1	-9	-2	-15	-6	CCN(C(=O)CN1CCN(c2cccc(C(F)(F)F)c2)CC1)c1c(N)n(Cc2ccccc2)c(=O)[nH]c1=O
6	-2	11	-8	2	-2	0	-12	-6	-2	N#Cc1ccc(C23CC4(C2)[C@H](CN(Cc2ccc(C(F)(F)F)cc2)[C@@H]4c2ccccc2)C3c2ccc(Cl)nc2)cc1 (stereo partly drawn)
7	-2	-10	11	7	-1	-3	-7	-2	3	COC(=O)NC(=S)Nc1ccc(Oc2ccc(Cl)cc2)c(Cl)c1
-8	-208	-7	-7	-25	-143	-9	6	-2	-4	O=C(O)c1ccc2oc(=O)c(S(=O)(=O)c3ccc(F)cc3)cc2c1
-4	-24	-7	-3	-394	-17	-139	2	-18	1	CCOC(=O)C1CCN(C(=O)c2cn(CCOC)c(=O)c3c2c2ccccc2n3C)CC1
5	-10	-1	-1	-7	-7	-1	9	-7	6	COc1ccc(-c2nc(CSCC(=O)N3CCc4ccccc4C3)c(C)o2)cc1OC
13	-2	10	3	8	0	-1	3	7	-5	CCn1nnnc1SCC(=O)N1c2ccccc2Sc2ccccc21
8	-2	-8	-9	15	3	4	3	1	-2	CCn1c(CNc2ccc(Cl)cc2)nnc1SCc1ccc(Cl)cc1
1	2	10	-6	-5	4	-5	2	-2	2	CCCC(C)C(=O)Nc1ccccc1C(=O)OCC (stereo not drawn)
7	-1	-2	-4	-5	1	-2	0	2	1	O=[N+]([O-])c1cccnc1NCCc1ccccc1
2	1	2	-7	-3	3	-1	6	-1	5	COc1cc(C)c(C(C)C)cc1S(=O)(=O)N1CCN(C)CC1
-15	-30	3	-3	-1	-24	3	-9	-18	3	Cc1nc(-c2ccc(S(=O)(=O)Nc3ccc(Br)cc3Cl)s2)cs1
-1	-1	-9	1	3	1	-1	-2	-2	3	C=CCNC(=O)Nc1ccc(F)cc1F
4	0	13	-3	0	1	0	6	0	-6	COc1ccc(OC)c(CN2C(=O)CCC2(C)C(=O)NC2CCCCCC2)c1 (stereo not drawn)
5	1	-7	3	0	-2	-1	-8	-16	4	O=S(=O)(c1ccc2ccccc2c1)N1CCC(c2nc(-c3ccncc3)no2)CC1
15	-60	5	-3	-63	-51	-20	1	10	1	Cn1ccnc1-c1nc2ccccc2[nH]c1=O
-10	4	-7	-6	6	3	-4	-3	-13	5	CCCN1C(=O)N(c2cccc(C)c2)C(C)(O)CC1(C)C (stereo not drawn)
1	0	5	-4	10	1	4	7	-8	4	O=C1NC2(CCCCC2)C(=O)N1CCS(=O)(=O)Oc1ccccc1
-9	0	0	6	-11	4	-3	4	-7	8	Cc1ccc(NC(=O)CN(C)C(=O)COC(=O)c2oc3ccccc3c2C)cc1
2	2	7	-1	4	0	1	5	1	1	Cc1nccn1CCCN1C(=O)CNC1=S
-2	0	11	1	6	-1	-1	2	11	-2	Cc1cc(-c2ccccc2)nc(SCc2ccc(C(=O)O)o2)n1
2	0	-3	-6	2	1	8	-4	-13	-3	Cc1ccc(N2CCN(C(=O)c3ccccc3)CC2)c(C)c1
-3	-5	-9	-1	-9	8	1	8	10	-1	CC(C)NC(=O)Cn1cc(C(=O)C(=O)N2CCOCC2)c2ccccc21
-1	3	-3	3	-2	2	-1	0	-8	4	COc1ccc(S(=O)(=O)NCCC(C)C)cc1OC
-3	5	0	-1	10	1	5	-4	-4	0	CC(=O)N1C(=O)C2(C(C#N)=C(N)Oc3cc(C)oc(=O)c32)c2ccccc21 (stereo not drawn)
-1	0	16	5	-7	0	-3	1	-10	-1	COC(=O)c1sccc1NC(=O)CCC1CCCCC1
-1	0	0	5	-3	2	-5	-2	5	9	COc1cccc(OC)c1C(=O)NC(C)C12CC3CC(CC(C3)C1)C2 (stereo not drawn)

(listing goes on)
ARFGAP1 inh	PLCb3 inh	ASAP1 inh	DDE Tn7 FP inh	ADAM10 inh	PLC-gamma1 inh	ADAM17 inh	SIAE inh	TDP2 inh	Tn6 DDE FP	SMILES
-8	3	0	-4	-1	2	-1	-1	-1	2	O=C(c1ccc(F)cc1)N1CCN2C(=O)c3ccccc3C12c1ccc(Cl)cc1 (stereo not drawn)
-11	10	9	5	6	9.9*	5	-16	-16	8	CC(C)CC(c1nnnn1Cc1cccs1)N1CCN(c2nc3ccccc3s2)CC1 (stereo not drawn)
6	-2	-5	0	4	1	2	2	-3	-2	COc1ccc(C(=O)CSc2nnc(COc3ccc(C#N)cc3)n2-c2ccccc2)cc1
14	-6	2	4	-77	8	-28	-5	-16	-6	O=c1c2[nH]c3ccc(F)cc3c2ncn1Cc1ccncc1
10	1	9	3	2	-3	-1	-42	10	2	CCOC(=O)c1c(-c2ccc(C)o2)csc1NC(=S)NC(=O)c1cccs1
6	-2	2	0	5	6	5	9	-2	1	Cc1ccc(C(=O)C[n+]2ccccc2C)cc1[N+](=O)[O-]
-11	-6	2	1	-10	-2	-2	2	-3	-3	N#Cc1ccccc1S(=O)(=O)N1CCN(C(=O)CCC2CCCC2)CC1
8	2	-2	1	-2	1	-6	4	8	1	Cn1c(SCC(=O)Nc2ccccc2F)nnc1-c1ccc(S(=O)(=O)N2CCOCC2)cc1
2	0	2	-4	5	2	-2	2	-2	-3	COc1ccc(N2CC(O)=C(c3n(C)c4ccccc4[n+]3C)C2=N)cc1
7	-6	-7	2	4	1	-4	6	2	-9	COCCCNc1c2c(nc3nnnn13)CCCC2
-6	-70	-9	2	-226	-47	-52	3	-12	-5	COc1ccc(-c2nc3ccc(C)cn3c2Cc2ccsc2)cc1OC
8	1	-5	2	0	-1	-2	12	13	-5	Cc1ccc(C(=O)O/N=C(\N)c2cccnc2)cc1[N+](=O)[O-]
21	-49	1	-6	-19	-37	-6	-3	2	1	COC(=O)c1cc2c(c3c4cc(C)ccc4n(S(=O)(=O)c4ccc(OC)cc4)c13)C(=O)N(C)C2
-8	1	8	-5	13	6	5	-1	-19	-4	CCc1ccc(NC(=O)CCc2ccc(C)o2)cc1
3	-4	-4	3	5	-2	-3	0	0	-2	Nc1ccccc1Oc1ncc(C(F)(F)F)cc1Cl
-8	-7	-9	-6	4	-1	-2	-5	-8	-5	CCN(CC)CCOC(=O)c1ccc(N=CC2=C(O)CC(C)(C)CC2=O)cc1
11	-4	-10	9	-4	2	-3	-2	-20	-5	O=C(NC1CCC(c2ccccc2)CC1)c1cccnc1 (stereo not drawn)
0	4	-2	-1	-9	4	-2	-5	4	9	Cc1ccc(NC(=O)c2ccc3c(c2)OCCO3)nc1
-5	-3	-7	7	-4	-1	0	2	2	7	CCCc1cc2c(cc1NS(=O)(=O)c1ccc(CCNC(C)=O)cc1)OCO2
16	-7	7	6	8	0	-4	-8	2	3	COc1ccccc1-c1ccc(SCc2cccc(C)c2)nn1
-2	-5	-5	0	-6	2	-1	5	11	-3	Cc1cc(NC(=O)C(C)SCC(=O)OC(C)C(=O)Nc2ccccc2C)no1 (stereo not drawn)
8	2	-17	-8	-1	3	6	2	-10	-4	C#CCNC(=O)C[C@H]1C[C@@]2(C(=O)OC)C(=C[C@H](C3CCCC3)O[C@@H]2C)N(CCCCCCCC)C1=O
10	-9	-2	0	2	-3	-1	4	4	7	COc1ccc(C2(c3ccc(OC)cc3)NC(=O)N(CC(=O)Nc3ccc(C(=O)N(C)C)cc3)C2=O)cc1
13	-4	0	1	2	-2	-4	2	3	-2	CCN(Cc1ccncc1)C(=O)c1ccc2c(c1)S(=O)(=O)c1ccccc1C2=O
7	0	4	-6	5	7	4	0	-18	-1	CCOC(=O)c1ccc(S(=O)(=O)NCCN(CC)CC)cc1
-6	-3	-8	1	4	-1	-2	5	17	5	O=S(=O)([O-])CCC[n+]1ccc(Oc2ccccc2)cc1
0	1	7	2	-4	-2	-4	0	4	-2	CC1Cc2cc(/C(O)=C3/C(=O)C(=O)N(CCN4CCOCC4)C3c3cccc(Cl)c3)ccc2O1 (stereo not drawn)
12	-2	2	-3	-6	-2	-2	4	16	3	Cc1cccc(C)c1NC(=O)CN(C)C(=O)c1ccc(NS(=O)(=O)c2ccc3[nH]c(=O)[nH]c3c2)cc1
-5	3	-4	-3	-4	12*	1	-6	-15	-7	COC(=O)C1=C(C)N(Cc2ccccc2C(F)(F)F)C(=NCc2ccc3c(c2)OCO3)NC1c1cccc(Cl)c1 (stereo not drawn)
0	2	-13	-4	-7	4	0	8	8	-8	O=C(Cn1c(=O)n(CC2CCCO2)c(=O)c2ccccc21)c1ccc(Cl)c(Cl)c1 (stereo not drawn)
13	-3	-4	-6	6	0	1	-5	-21	-2	O=C(Oc1ccc(NC(=O)c2cc3c(cc2Br)OCO3)cc1)c1ccccc1
-3	-9	2	5	2	0	-3	-3	-2	5	CN(Cc1ccccc1)C(=O)C1CCN(S(=O)(=O)c2ccc(-n3cnnn3)cc2)CC1

Looked up above.
CCN(CC)CCOC(=O)c1ccc(N=CC2=C(O)CC(C)(C)CC2=O)cc1 @ ASAP1 inh = -9
Nc1ccccc1Oc1ncc(C(F)(F)F)cc1Cl @ ARFGAP1 inh = 3

Only ARFGAP1 inh and Tn6 DDE FP, for some of the entries so far:
smiles	ARFGAP1 inh	Tn6 DDE FP
Cn1c(SCC(=O)Nc2ccccc2F)nnc1-c1ccc(S(=O)(=O)N2CCOCC2)cc1	8	1
COc1ccc(N2CC(O)=C(c3n(C)c4ccccc4[n+]3C)C2=N)cc1	2	-3
COCCCNc1c2c(nc3nnnn13)CCCC2	7	-9
COc1ccc(-c2nc3ccc(C)cn3c2Cc2ccsc2)cc1OC	-6	-5
Cc1ccc(C(=O)O/N=C(\N)c2cccnc2)cc1[N+](=O)[O-]	8	-5
